High-throughput results from PubChem BioAssay.
CTSL1 counter – cathepsin L1 inhibition, PFM18AAP counter-screen; recombinant F. hepatica cathepsin L1, Z-Leu-Arg-MCA fluorescence; 0.49% of 300,000 active; inhibition, % at 5.96 µM; AID 1906;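 active = inhibition above the mean of all tested compounds plus 3 SD, set per screening campaign, cut at about 17% in these data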;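 also: 0% = plate median of test compound wells and 100% = 1 µM Z-Phe-Ala-diazomethylketone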
core dimer inh – HCV core protein dimerization inhibition; 0.33% of 300,000 active; TR-FRET GST/Flag-core106 dimerization, 1536-well; inhibition, % at 5 µM;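 active = inhibition above the mean of all tested compounds plus 3 SD, set per screening campaign, cut at about 45% in these data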
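Assay system: Tagged HCV core106 pair (GST and Flag) | Buffer or medium: KF-containing HEPES buffer, pH 7.45, DTT, CHAPS, BSA | Also added: Eu donor and XL665 acceptor anti-tag antibodies | Dosing: One concentration, 5 µM, in 0.5% DMSO | Timing: 4 h at 22.5 °C | Technique: TR-FRET 671 and 617 nm emission | Repeats: Singlicate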
EBNA-1 inh – blocks EBNA-1 binding to DNA. inhibition, % at 14.8 µM. 0.34% of 300,000 active. EBNA-1 DNA binding, fluorescence polarization; in the data active = inhibition above about 28%
PP1 inh – counter-screen for PP5 inhibitors: inhibitors of human PP1-alpha; P62136; purified PP1alpha, OMFP fluorescence; inhibition, % at 6.7 µM; 0.9% of 320,000 active; AID 2235;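 active = inhibition above the mean inhibition of all tested compounds plus 3 SD, computed separately for each screening campaign, cut at about 15% in these data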
Target sequence (P62136 whole entry, looked up): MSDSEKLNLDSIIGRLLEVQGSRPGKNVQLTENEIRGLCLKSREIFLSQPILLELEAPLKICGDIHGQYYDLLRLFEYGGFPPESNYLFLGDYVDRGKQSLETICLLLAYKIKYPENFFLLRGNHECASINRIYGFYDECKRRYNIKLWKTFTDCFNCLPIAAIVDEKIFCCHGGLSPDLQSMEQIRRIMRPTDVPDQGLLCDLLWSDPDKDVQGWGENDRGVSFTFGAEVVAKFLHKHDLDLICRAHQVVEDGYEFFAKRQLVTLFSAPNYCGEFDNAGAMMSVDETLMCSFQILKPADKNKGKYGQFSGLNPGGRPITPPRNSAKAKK
PREPL inh – inhibitors of human prolyl oligopeptidase-like enzyme PREPL; Q4J6C6; recombinant PREPL, fluorescence polarization activity-based probe; inhibition, % at 5.96 µM; 0.68% of 320,000 active; in the data active = inhibition above about 43%;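 also: 0% = enzyme with DMSO and 100% = wells lacking enzyme; many of its hits are not listed in these tables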
Target sequence (Q4J6C6 whole entry, looked up): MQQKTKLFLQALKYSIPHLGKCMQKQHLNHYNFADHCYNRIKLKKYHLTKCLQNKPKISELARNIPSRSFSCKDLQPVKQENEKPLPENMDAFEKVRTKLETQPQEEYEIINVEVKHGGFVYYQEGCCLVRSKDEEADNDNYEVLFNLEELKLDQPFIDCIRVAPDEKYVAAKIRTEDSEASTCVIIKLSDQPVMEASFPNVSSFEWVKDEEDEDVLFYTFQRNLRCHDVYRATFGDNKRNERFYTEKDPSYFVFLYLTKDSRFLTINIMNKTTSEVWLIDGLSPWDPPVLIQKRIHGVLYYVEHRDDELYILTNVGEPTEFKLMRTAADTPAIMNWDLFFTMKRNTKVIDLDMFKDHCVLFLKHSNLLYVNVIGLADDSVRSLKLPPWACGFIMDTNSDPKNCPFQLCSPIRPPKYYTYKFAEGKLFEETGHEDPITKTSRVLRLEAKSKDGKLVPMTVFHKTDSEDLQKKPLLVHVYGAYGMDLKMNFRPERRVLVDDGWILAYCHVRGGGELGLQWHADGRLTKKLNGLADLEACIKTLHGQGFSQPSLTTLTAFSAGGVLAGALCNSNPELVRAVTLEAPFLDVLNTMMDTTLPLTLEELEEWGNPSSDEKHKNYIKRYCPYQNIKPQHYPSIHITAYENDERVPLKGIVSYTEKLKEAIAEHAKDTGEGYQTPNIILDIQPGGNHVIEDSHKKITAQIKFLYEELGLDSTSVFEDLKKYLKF
PP5 primary – inhibitors of human protein phosphatase 5 (PP5); 0.18% of 320,000 active; purified PP5c, OMFP substrate fluorescence; inhibition, % at 6.7 µM; P53041; AID 1987;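 active = inhibition above the campaign's mean inhibition across all tested compounds plus 3 SD, cut at about 9.5% in these data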;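 also: 0% = DMSO only and 100% = 100 µM cantharidin control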
TPT1 inh – C. albicans TPT1 enzyme inhibition. recombinant caTPT1, FP RNA substrate dephosphorylation. inhibition, % at 5 µM. 0.81% of 300,000 active;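 active = inhibition above the mean of all tested compounds plus 3 SD, set per screening campaign, cut at about 24% in these data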;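 also: plate controls were DMSO alone for no effect and ferristatin control at 100 nM for full effect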
Efflux pump inh – inhibitors of Candida antifungal efflux pumps expressed in yeast; AID 485275; inhibition, % at 10 µM; S. cerevisiae Candida pump triplex, Nile Red efflux; 0.44% of 330,000 active;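 active = plate passing quality check with inhibition over a set limit, or well fluorescence over plate mean plus 4 SD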;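 also: Nile Red retained in pooled yeast measured as flow cytometry median fluorescence; 0% = buffer negative control and 100% = Enniatin B positive control; higher means more Nile Red kept so more efflux inhibition; some compounds called inactive have numbers as strong as hits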
ZTA counter – ZTA (EBV) inhibition in EBNA-1 counter-screen; inhibition, % at 11 µM; 0.15% of 320,000 active; AID 2234; P03206; ZTA-DNA binding, fluorescence polarization; in the data active = inhibition above about 33%
An asterisk follows results filed as active. These rows are one share of the data; rates above refer to the full screens.

Results for O=C1COc2ccc(C(=O)COC(=O)C3CCN(S(=O)(=O)c4cccs4)CC3)cc2N1 ?
CTSL1 counter: 3; core dimer inh: 3; EBNA-1 inh: 35*; PP1 inh: -3; PREPL inh: -2; PP5 primary: -1.1; TPT1 inh: 0; Efflux pump inh: -0.1; ZTA counter: 16

Results for COC(=O)COc1ccc(-n2cnnn2)cc1 ?
CTSL1 counter: -2; core dimer inh: 3; EBNA-1 inh: 12; PP1 inh: -5; PREPL inh: 4; PP5 primary: 0.7; TPT1 inh: -2; Efflux pump inh: 0.0; ZTA counter: 7

What do the screens show for `COc1ccc(C2=NN(CC(=O)Nc3ccccc3C)C(=O)CC2)cc1`?
CTSL1 counter: 4; core dimer inh: -2; EBNA-1 inh: 2; PP1 inh: 0; PREPL inh: 23; PP5 primary: 0.1; TPT1 inh: -3; Efflux pump inh: 0.0; ZTA counter: 6

Results for COC(=O)c1ccc(C)c(NC(=O)C2COc3ccccc3O2)c1 (centres undefined) ?
CTSL1 counter: 4; core dimer inh: -5; EBNA-1 inh: 4; PP1 inh: -3; PREPL inh: 1; PP5 primary: 2.2; TPT1 inh: -5; Efflux pump inh: -0.1; ZTA counter: -6

What do the screens show for `CC(=O)N1C(=O)N(C(C)=O)C2C1N(C(C)=O)C(=O)N2C(C)=O` (centres undefined)?
CTSL1 counter: -1; core dimer inh: 3; EBNA-1 inh: 9; PP1 inh: 1; PREPL inh: 1; PP5 primary: -2.4; TPT1 inh: -2; Efflux pump inh: -0.1; ZTA counter: 10

What do the screens show for `O=C(CSc1ncccc1C(=O)O)NC1CCCCC1`?
CTSL1 counter: 0; core dimer inh: 5; EBNA-1 inh: 4; PP1 inh: -2; PREPL inh: -3; PP5 primary: 1.7; TPT1 inh: 2; Efflux pump inh: -0.1; ZTA counter: -10

Results for CCC(C)N(C(=O)COC(=O)c1nc(Cl)ccc1Cl)C1CCS(=O)(=O)C1 (centres undefined) ?
CTSL1 counter: 3; core dimer inh: -9; EBNA-1 inh: 2; PP1 inh: 0; PREPL inh: 17; PP5 primary: -1.9; TPT1 inh: -1; Efflux pump inh: 0.0; ZTA counter: -13

What do the screens show for `CCOC(=O)N1CCC(NC(=S)Nc2ccc3nc(N4CCN(C)CC4)cc(C)c3c2)CC1`?
CTSL1 counter: 3; core dimer inh: -3; EBNA-1 inh: -1; PP1 inh: 0; PREPL inh: 14; PP5 primary: 0.8; TPT1 inh: -2; Efflux pump inh: -0.4; ZTA counter: -20

Results for CCOC(=O)CSc1nnc(Cc2ccccc2)n1CC1CCCO1 (centres undefined) ?
CTSL1 counter: -1; core dimer inh: -4; EBNA-1 inh: 1; PP1 inh: -5; PREPL inh: 6; PP5 primary: 1.2; TPT1 inh: 5; Efflux pump inh: 0.2; ZTA counter: -2

What do the screens show for `Cc1ccc(Oc2ncccc2/C=N/OCc2ccc(Cl)cc2Cl)cc1`?
CTSL1 counter: -2; core dimer inh: 3; EBNA-1 inh: 0; PP1 inh: -3; PREPL inh: 13; PP5 primary: 3.0; TPT1 inh: -4; Efflux pump inh: 0.3; ZTA counter: -3

What do the screens show for `CCOc1ccc(N(C(=O)c2snc(C(N)=O)c2N)C(C(=O)NCC2CCCO2)c2c[nH]c3ccccc23)cc1` (centres undefined)?
CTSL1 counter: 1; core dimer inh: 11; EBNA-1 inh: 11; PP1 inh: -4; PREPL inh: 2; PP5 primary: -0.4; TPT1 inh: 1; Efflux pump inh: -0.1; ZTA counter: 3

Results for O=C1CCN(Cc2ccccc2)CCN1CCO ?
CTSL1 counter: 0; core dimer inh: -7; EBNA-1 inh: -9; PP1 inh: -2; PREPL inh: 11; PP5 primary: -0.3; TPT1 inh: 1; ZTA counter: 10

Results for CCC(CC)c1nnc(NC(=O)CCS(=O)(=O)Cc2ccccc2)s1 ?
CTSL1 counter: 1; core dimer inh: 0; EBNA-1 inh: -10; PP1 inh: 0; PREPL inh: 2; PP5 primary: 3.0; TPT1 inh: -4; Efflux pump inh: 0.1; ZTA counter: -3

How did COc1cccc(N(CC(=O)NC2CCCCCC2)S(=O)(=O)c2ccccc2)c1 do in these assays?
CTSL1 counter: 6; core dimer inh: -1; EBNA-1 inh: 2; PP1 inh: 1; PREPL inh: 7; PP5 primary: 1.4; TPT1 inh: -3; Efflux pump inh: -0.2; ZTA counter: -10

How did Cc1nn(CC(=O)N2CCC(N3CCCCC3)CC2)c(=O)c2c1sc1ccccc12 do in these assays?
CTSL1 counter: -1; core dimer inh: 0; EBNA-1 inh: -1; PP1 inh: -8; PREPL inh: -6; PP5 primary: 0.2; TPT1 inh: -1; Efflux pump inh: -0.2; ZTA counter: -2

What do the screens show for `O=C(Nn1cnc2ccccc2c1=O)c1ccc(Cl)c([N+](=O)[O-])c1`?
CTSL1 counter: -6; core dimer inh: 9; EBNA-1 inh: 18; PP1 inh: 0; PREPL inh: -1; PP5 primary: -2.8; TPT1 inh: 1; Efflux pump inh: -0.1; ZTA counter: 9

How did CCN(CC(=O)NCc1ccc(F)cc1)C(=O)c1cc2ccccc2o1 do in these assays?
CTSL1 counter: 2; core dimer inh: 9; EBNA-1 inh: -2; PP1 inh: -1; PREPL inh: -5; PP5 primary: 1.0; TPT1 inh: -2; Efflux pump inh: -0.2; ZTA counter: -10

What do the screens show for `COc1ccc(CCN2C(=NC(=O)C(C)C)SC3CS(=O)(=O)CC32)cc1` (centres undefined)?
CTSL1 counter: 1; core dimer inh: -4; EBNA-1 inh: 1; PP1 inh: -1; PREPL inh: 14; PP5 primary: -0.5; TPT1 inh: -5; Efflux pump inh: -0.2; ZTA counter: -20

What do the screens show for `O=C(Nc1nnc(-c2ccccc2F)s1)c1cccnc1`?
CTSL1 counter: 2; core dimer inh: 3; EBNA-1 inh: 18; PP1 inh: -3; PREPL inh: -11; PP5 primary: -1.5; TPT1 inh: -5; Efflux pump inh: 0.0; ZTA counter: 5

How did O=c1[nH]n(-c2ccc(Cl)cc2)c(=O)c(Cl)c1Cl do in these assays?
CTSL1 counter: 2; core dimer inh: 1; EBNA-1 inh: 1; PP1 inh: 1; PREPL inh: 2; PP5 primary: 0.6; TPT1 inh: 2; Efflux pump inh: -0.1; ZTA counter: -6

Results for COc1ccc(N2CC(C(=O)N[C@@H](C)C(=O)NCCc3ccccc3)CC2=O)cc1 (some centres undefined) ?
CTSL1 counter: 0; core dimer inh: 0; EBNA-1 inh: 3; PP1 inh: -4; PREPL inh: 1; PP5 primary: -0.1; TPT1 inh: -1; Efflux pump inh: 0.1; ZTA counter: 0

What do the screens show for `COc1ccc2nc(N3C(=O)CC(Cc4ccc(Cl)cc4)C3=O)sc2c1` (centres undefined)?
CTSL1 counter: -3; core dimer inh: 4; EBNA-1 inh: -2; PP1 inh: 7; PREPL inh: -2; PP5 primary: 0.9; TPT1 inh: -2; Efflux pump inh: 0.0; ZTA counter: -5

Results for CC(=O)C1=C(O)C(=O)N(c2ccc(Br)cc2)C1c1cccc([N+](=O)[O-])c1 (centres undefined) ?
CTSL1 counter: -1; core dimer inh: -8; EBNA-1 inh: -8; PP1 inh: 4; PREPL inh: -3; PP5 primary: 4.5; TPT1 inh: -1; Efflux pump inh: 0.0; ZTA counter: -13

Results for COc1cc(NS(=O)(=O)c2ccc(NC(=O)COc3ccc(C)cc3)cc2)nc(OC)n1 ?
CTSL1 counter: 2; core dimer inh: 14; EBNA-1 inh: 5; PP1 inh: -4; PREPL inh: -2; PP5 primary: -0.3; TPT1 inh: 1; Efflux pump inh: -0.2; ZTA counter: 21

What do the screens show for `CCO[C@@H]1OC(C(=O)O)=C[C@H](c2ccc(Br)cc2)[C@H]1CCCO`?
CTSL1 counter: 0; core dimer inh: -4; EBNA-1 inh: 0; PP1 inh: 1; PREPL inh: 2; PP5 primary: 1.4; TPT1 inh: -1; Efflux pump inh: 0.1; ZTA counter: -11

How did CC(/C=N/Nc1nnc2c(n1)[nH]c1ccccc12)=C\c1ccco1 do in these assays?
CTSL1 counter: -2; core dimer inh: 15; EBNA-1 inh: 0; PP1 inh: 16*; PREPL inh: 22; PP5 primary: 2.9; TPT1 inh: 1; Efflux pump inh: 0.0; ZTA counter: -14

How did ONC(=Nc1ccccc1Cl)c1ccccc1Cl do in these assays?
CTSL1 counter: 2; core dimer inh: -1; EBNA-1 inh: -3; PP1 inh: 2; PREPL inh: -6; PP5 primary: 13*; TPT1 inh: 0; Efflux pump inh: 0.3; ZTA counter: -6

How did CC(=O)N1CCN(Cc2nc3cc(NS(C)(=O)=O)ccc3n2C)CC1 do in these assays?
CTSL1 counter: 1; core dimer inh: 0; EBNA-1 inh: -3; PP1 inh: -4; PREPL inh: -10; PP5 primary: -0.1; TPT1 inh: 3; Efflux pump inh: -0.1; ZTA counter: -1

What do the screens show for `CN(C)S(=O)(=O)c1cccc(COC(=O)c2ccc3c(c2)OCO3)c1`?
CTSL1 counter: -1; core dimer inh: 2; EBNA-1 inh: -2; PP1 inh: 2; PREPL inh: -1; PP5 primary: 2.5; TPT1 inh: -3; Efflux pump inh: 0.0; ZTA counter: -4

What do the screens show for `Cc1ccc(-c2nnc(CCC(=O)NCC3C4CC5CC(C4)CC3C5)o2)s1` (centres undefined)?
CTSL1 counter: 1; core dimer inh: 1; EBNA-1 inh: 2; PP1 inh: 2; PREPL inh: 4; PP5 primary: -1.5; TPT1 inh: 1; Efflux pump inh: 0.0; ZTA counter: 2

Results for COc1ccc(C(=O)NC(=S)N2CCNC(=O)C2)cc1Br ?
CTSL1 counter: 2; core dimer inh: 0; EBNA-1 inh: 2; PP1 inh: 4; PREPL inh: -7; PP5 primary: 2.8; TPT1 inh: 2; Efflux pump inh: 0.2; ZTA counter: -5

Results for O=C1/C(=C/c2ccncc2)CCc2ccccc21 ?
CTSL1 counter: 1; core dimer inh: 6; EBNA-1 inh: -14; PP1 inh: 1; PREPL inh: -6; PP5 primary: 0.2; TPT1 inh: 0; Efflux pump inh: 0.0; ZTA counter: 12

What do the screens show for `CC(C)(C)C(=O)NCCN1CCN(C(=O)C(C)(C)C)CC1`?
CTSL1 counter: 2; core dimer inh: -7; EBNA-1 inh: 6; PP1 inh: 1; PREPL inh: 4; PP5 primary: -1.9; TPT1 inh: -1; Efflux pump inh: -0.1; ZTA counter: -8

What do the screens show for `O=c1[nH]c(C2CCCN(S(=O)(=O)c3ccccc3)C2)nc2c1nnn2Cc1ccc(OC(F)(F)F)cc1` (centres undefined)?
CTSL1 counter: 2; core dimer inh: 12; EBNA-1 inh: 3; PP1 inh: -3; PREPL inh: 7; PP5 primary: -1.0; TPT1 inh: 3; Efflux pump inh: 0.0; ZTA counter: 9

Results for NC(N)=N/N=C/c1ccc(OS(=O)(=O)c2ccccc2)cc1 ?
CTSL1 counter: 2; core dimer inh: -3; EBNA-1 inh: -4; PP1 inh: 4; PREPL inh: -30; PP5 primary: 1.6; TPT1 inh: -1; Efflux pump inh: 0.1; ZTA counter: 3

What do the screens show for `O=C(NNC(=O)c1ccccc1O)c1ccc(NS(=O)(=O)c2ccc(F)c(F)c2)cc1`?
CTSL1 counter: 2; core dimer inh: 0; EBNA-1 inh: -5; PP1 inh: -4; PREPL inh: -1; PP5 primary: 0.1; TPT1 inh: -2; Efflux pump inh: -0.1; ZTA counter: -4

Two entries drawn at random from those above:
Results for COc1ccc(N2CC(C(=O)N[C@@H](C)C(=O)NCCc3ccccc3)CC2=O)cc1 (some centres undefined) ?
CTSL1 counter: 0; core dimer inh: 0; EBNA-1 inh: 3; PP1 inh: -4; PREPL inh: 1; PP5 primary: -0.1; TPT1 inh: -1; Efflux pump inh: 0.1; ZTA counter: 0

Results for COc1ccc(C(=O)NC(=S)N2CCNC(=O)C2)cc1Br ?
CTSL1 counter: 2; core dimer inh: 0; EBNA-1 inh: 2; PP1 inh: 4; PREPL inh: -7; PP5 primary: 2.8; TPT1 inh: 2; Efflux pump inh: 0.2; ZTA counter: -5
